Screening results (PubChem)
IkB signaling = IkB Signaling; ABC-DLBCL IkBa-CBG/CBR dual luciferase ratio, 4 h; response scale: scaled: untreated 0%, proteasome inhibitor 100%; AID 445, 2006; Potency, µM (titrated, usually from 57.1 µM), without a hit: top-dose IkBa stabilization activation; 110,000 compounds, 0.04% hits; active = well fitted curve in the direction sought with a large enough effect in the signal ratio, not every such curve was filed as active; inconclusive = small, poorly fitted or top-dose-only effect, or a change in a side signal; the % refers to the signal ratio;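 note: the direction sought is a rising ratio; 0% = basal untreated cells and 100% = reference inhibitor full response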
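Luminescence ratio of IκBα-fused green versus native red beetle luciferase in OCI-Ly3 cells, 4 h post-doxycycline with compound; red signal alone, scaled from basal (0%) to zero light (-100%), flagged nonspecific or cytotoxic effects.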
Imprint erasure = qHTS Assay for Compounds that Induce Erasure of Genomic Imprints; mouse ES Peg3-LacZ reporter, beta-gal luminescence, 40 h; 110,000 compounds, 0.02% hits; Potency, µM (titrated, usually from 60.7 µM), for inactives: top-dose activity change, positive = activation, most hits filed as activators; AID 1948, 2009;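 note: 0% = negative control wells on the plate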
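Each well holds 300 Peg3LacZ-Neo (maternal) female ES cells incubated 40 h at 37C, 5% CO2. LacZ is measured by BetaGlo luminescence, with AC50 and maximum efficacy derived from dose-response curves.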
p53ts 39C kill = qHTS Screen for Compounds that Selectively Target Cancer Cells with p53 Mutations: Cytotoxicity of p53ts Cells at the Nonpermissive Temperature | 130,000 compounds, 1.5% hits | H1299-p53A138V viability at 39C, ATP luminescence, 24 h | AID 902, 2007 | Potency, µM (doses to about 46.1 µM), without a hit: at the top dose activity change, negative = cell killing, most hits filed as cytotoxic; note: nearly all actives have a fitted effect of over 55% in size
p53ts 32C tox = qHTS Screen for Compounds that Selectively Target Cancer Cells with p53 Mutations: Cytotoxicity of p53ts Cells at the Permissive Temperature; H1299-p53A138V at 32C, ATP luminescence viability, 24 h; 130,000 compounds, 0.93% hits; Potency, µM (series often up to 46.1 µM), for the others: at the top dose activity change, negative = cytotoxicity, actives largely listed as cytotoxic;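 note: 0% = DMSO and -100% = full killing by reference compound; nearly all actives have a fitted effect of over 55% in size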
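Viability by ATPlite luminescence after 24 h compound treatment (up to 46 uM) at the permissive 32C. Cells are H1299 carrying p53 A138V. Scale runs from DMSO basal to 100 uM tamoxifen as full kill; AC50 from Hill fits.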
An asterisk follows results filed as active; ? = inconclusive; nt = not tested or not shown; & = joins results of further samples; [ ] = another dose, or the depositor's remark. Unless noted, calls come from the whole dose curve; as a rule, active = well fitted curve in the direction sought with a large enough effect; inconclusive = small, poorly fitted or top-dose-only effect, or another doubt; inactive = no such curve, though single readings can be large; an effect the other way counts as inactive or inconclusive. Unless noted, % is set by controls: 0 for no effect and ±100 for the full control effect; potency is the fitted concentration of half-maximal effect. No enrichment for hits. Share with any hit: about 1.7%.

no.	SMILES	IkB signaling	Imprint erasure	p53ts 39C kill	p53ts 32C tox
1	Fc1cccc(-n2ncc(-c3nnnn3-c3ccccc3)c2C(F)(F)F)c1	nt	nt	3%	14%
2	COC(=O)c1sccc1S(=O)(=O)N(CC(=O)Nc1cccc(C)c1C)c1ccc(C)c(C)c1	?	5%[10.9 µM]	-19%	5%
3	NCCCNCCCCN(CCCN)/[N+]([O-])=N/O	-0.1%	-27%	5%	6%
4	Cc1oc2c(C)c3oc(=O)c(CCC(=O)N4CCCCC4)c(C)c3cc2c1C	1.7%	-18%[10.9 µM]	-16%	4%
5	CC(C)C(=O)Nc1nnc(SCC(=O)NC2CC2)s1	-0.4%	4%	2%	-6%
6	CC1=C(C(=O)Nc2ccccn2)C(c2ccc(N(C)C)cc2)n2ncnc2N1 (stereo not drawn)	0.8%	-13%	3%	3%
7	CC(C)c1ccc(C(C(=O)NC2CCCC2)N(C(=O)CNC(=O)c2ccco2)c2cccnc2)cc1 (stereo not drawn)	nt	nt	23%	9%
8	COC(=O)c1ccc(-c2nc3cc(N)ccc3o2)cc1	nt	nt	-19%	?
9	O=C(CC(NCc1cccnc1)C(=O)O)Nc1ccc(F)cc1 (stereo not drawn)	-1.8%	-6%[10.9 µM]	15%	-4%
10	Cc1cc(C(=O)CSc2nnc(C3COc4ccccc4O3)n2C)c(C)n1-c1ccc(F)cc1 (stereo not drawn)	?	-14%	0%	7%
11	Nc1ccc2nc3n(c(=O)c2c1)CCC3	1.3%	2%	1%	-3%
12	COC(=O)c1ccc2c(=O)n(CC3CCCO3)c(SCC(=O)Nc3ccccc3OC)nc2c1 (stereo not drawn)	4.9%	-16%	-24%	-16%

The list goes on.
no.	SMILES	IkB signaling	Imprint erasure	p53ts 39C kill	p53ts 32C tox
13	CN1CCN(C2(CNC(=O)c3ccc(C(C)(C)C)cc3)CCCCC2)CC1	?	-14%[10.9 µM]	-18%	-12%
14	C#CCNc1nc(C(C)C)nc2c1nnn2Cc1ccccc1F	0.3%	-15%	-6%	2%
15	O=C1C[C@H](c2ccccc2)[C@@H](c2ccc(Br)cc2)O1	nt	nt	-1%[9.22 µM]	-4%[9.22 µM]
16	CCC(C(=O)NCCc1cc(OC)ccc1OC)n1nc(C)c2sc3ccccc3c2c1=O (stereo not drawn)	?	-19%[10.9 µM]	-18%	-15%
17	Cc1ccc(-n2c3nc(=O)[nH]c(=O)c-3cc3c(Cl)cccc32)cc1	-1.2%	-16%[10.9 µM]	-7%	33%[activator]
18	COC(=O)c1ccccc1NC(=O)CN(C)S(=O)(=O)c1ccc(OC)c(C)c1	?	-13%	-6%	-3%
19	COc1nc(N(C)C)nc(-n2nnc(C(C)=O)c2C)n1	-1.7%	4%	6%	1%
20	Cc1ccc(S(=O)(=O)Nc2cc(C(=O)N3CCOCC3)ccc2N2CCCCC2)cc1	0.5%	-20%	-8%	4%
21	COc1ccc(NC(=O)C2CCN(Cc3cnn(-c4ccccc4)c3-n3cccc3)CC2)cc1OC	3.3%	-16%	-3%	-13%
22	COc1ccc2[nH]cc(CCNc3cc(-c4ccoc4)ncn3)c2c1	-3.4%[11.4 µM]	27%	4%	2%
23	O=C(Cn1nc(-c2ccccc2)nc1-c1ccccc1)OC1CCCCC1	nt	nt	-5%	-27%
24	CCOc1ccccc1NC(=O)C1CCN(S(=O)(=O)c2cccc3nonc23)CC1	3.8%	-13%[10.9 µM]	-7%	4%

(list continues)
no.	SMILES	IkB signaling	Imprint erasure	p53ts 39C kill	p53ts 32C tox
25	Cc1ccc(S(=O)(=O)c2nc(-c3ccco3)oc2SCc2ccc(F)cc2)cc1	1.7%	-11%[10.9 µM]	13%	11%
26	O=C(CN1C(=O)COc2ccccc21)N(CCCN1CCOCC1)CC1CC=CCC1 (stereo not drawn)	-0.5%	-5%	2%	-2%
27	c1ccc2[nH]c(N3CCOCC3)nc2c1	0.7%	-3%	31%[activator]	3%
28	O=C(CSc1nn(-c2ccc(F)cc2)c(=S)s1)NC(=O)NCc1ccco1	?	-11%	-18%	-4%
29	Cc1cc(C)cc(NC(=O)CSc2oc(-c3cccs3)nc2S(=O)(=O)c2ccc(Br)cc2)c1	?	8%[10.9 µM]	-2%	-6%
30	Cc1ccc(-n2nc(C(=O)Nc3ccc(Cl)cn3)c3c4ccccc4n(C)c3c2=O)cc1	0.8%	11%[10.9 µM]	-14%	4%
31	N/C(=N\O)c1ccc(NC(=O)c2cccs2)cc1	?	-51%[inhibitor]	?	?
32	COc1ccc(Nc2ncnc3c2cnn3Cc2ccccc2)cc1	?	nt	-11%	-6%
33	O=C(c1ccco1)N1CCN(c2nc3ccccc3n3nnnc23)CC1	?	-32%[inhibitor]	0%	-10%
34	O=C(NCCO)c1ccc(-n2c(=O)c(=O)[nH]c3ccccc32)cc1	nt	nt	-6%	3%
35	COC(=O)COc1ccc(S(=O)(=O)NCc2ccco2)cc1	2.5%	0%	-1%	2%
36	CCOC(=O)CCn1nc(C)c2c(C)n(-c3ccccc3)nc2c1=O	0.6%	-3%[10.9 µM]	-6%	1%

The listing continues:
no.	SMILES	IkB signaling	Imprint erasure	p53ts 39C kill	p53ts 32C tox
37	CCCCCSc1nnc2c(n1)OC(CC)Nc1ccc(Br)cc1-2 (stereo not drawn)	15%	-13%[10.9 µM]	-5%	-8%
38	Cc1cc(C)cc(-n2ccn(CC(=O)NCCc3ccccc3)c(=O)c2=O)c1	-1.8%	-11%[10.9 µM]	9%	-5%
39	COc1ccc(OC)c(NC(=O)Cn2c(=O)n(-c3cccc(C)c3)c(=O)c3c2c2cc(C)ccc2n3C)c1	7.8%	-6%[10.9 µM]	17%	1%
40	CCCNC(=O)CCc1c(C)nc2nc(CNC(=O)c3ccccc3)nn2c1C	-0.1%	2%[10.9 µM]	5%	-1%
41	Cc1cc(C)c2[nH]c(=O)c(C(c3nnnn3C3CCCC3)N3CCOCC3)cc2c1 (stereo not drawn)	-0.8%	5%	8%	8%
42	NS(=O)(=O)c1ccc(CCNC(=O)CCC2COc3ccccc3O2)cc1 (stereo not drawn)	-6.7%	-14%	2%	3%
43	CCOC(=O)N1CCN(C(=O)CN(C2CCCCC2)S(=O)(=O)c2ccc(C)cc2)CC1	0.5%	-5%	1%	34%[activator]
44	CCOC(=O)CSc1nc2cc(C)cc(C)c2cc1C#N	0.3%	-10%	1%	3%
45	CC(=O)Nc1ccc(S(=O)(=O)N2CCN(c3ccccc3)CC2)cc1	?	-14%[10.9 µM]	-9%	-5%
46	CC12C(=O)OC(=O)C1(C)C1CCC2O1 (stereo not drawn)	nt	-33%&-27%[inhibitor]	59%[activator]	145%[activator]
47	CS(=O)(=O)N(CC(=O)Nc1ccccc1C(=O)N1CCOCC1)c1ccc2c(c1)OCO2	-5.9%	-9%	16%	5%
48	Cc1ccc(OCCCCn2cnc3ccccc32)cc1	-1.3%	-15%[10.9 µM]	-19%	-10%

New compounds follow.
no.	SMILES	IkB signaling	Imprint erasure	p53ts 39C kill	p53ts 32C tox
49	COc1ccc(OCCCC(=O)Nc2nncs2)cc1	-1.9%	-5%	0%	-11%
50	CC(C)CCNC(=O)C(c1ccncc1)N(Cc1cccs1)C(=O)Cn1nnc(-c2ccc(F)cc2)n1 (stereo not drawn)	nt	nt	-8%	-5%
51	CC(C)[C@H](O)C1=CCCCC1=O	nt	nt	-8%[9.22 µM]	8%[9.22 µM]
52	Cc1ccc(Cl)cc1NC(=O)c1nnn(Cc2ccccc2)c1N	0.8%	-6%[10.9 µM]	-13%	11%
53	COc1ccccc1NC(=O)n1ncc2c(C)cccc21	1.9%	-7%[10.9 µM]	1%	4%
54	Cc1ccc2[nH]c3c(c2c1)CN(C(=O)CN1CCN(c2ccccc2F)CC1)CC3	-0.3%	-18%	3%	3%
55	COc1cccc(CNC(=O)CSc2nc(=O)[nH]c3c2CCCC3)c1	2.1%	-11%[10.9 µM]	-5%	-3%
56	Cc1nn(CC(=O)NCc2ccc(N(C)C)cc2)c(=O)c2nn(-c3ccccc3)c(C)c12	-1.4%	-5%[10.9 µM]	-14%	9%
57	Cc1ccc(NC(=O)c2c(NC(=O)c3ccccc3Cl)sc3c2CCC3)cc1	0.6%	-12%[10.9 µM]	1%	-1%
58	O=C(c1cccc(F)c1F)N1CCCC1	nt	nt	24%	4%
59	CCCC(=O)NC1CC(=O)N(c2ccc3c(c2)OCCO3)C1 (stereo not drawn)	0.7%	12%[10.9 µM]	10%	8%
60	CC(C)C(c1nnnn1Cc1ccc(F)cc1)N1CCN(C(=O)c2ccco2)CC1 (stereo not drawn)	0.7%	3%	1%	4%

Other entries
no.	SMILES	IkB signaling	Imprint erasure	p53ts 39C kill	p53ts 32C tox
61	COCCSc1nnc(-c2cccc(C#N)c2)n1C	-1.1%	-3%	17%	2%
62	COC(=O)c1cccc(Nc2c(-c3cc(Br)ccc3O)nc3nc[nH]n23)c1	?	-15%[10.9 µM]	14%	8%
63	C/C(N)=C(\C#N)C(=O)NCc1ccccn1	1.9%	-32%[inhibitor]	-2%	9%
64	O=C(O)/C(=C1/OC(=O)c2ccccc21)c1ccccc1	-2.1%	6%	-4%	-2%
65	CCOC(=O)C1CCCCN1Cc1cc(Cl)ccc1O (stereo not drawn)	2.2%	-17%	2%	6%
66	COC(=O)CC1c2cc(OC)c(OC)cc2CCN1C(=O)Nc1ccc(C)cc1Cl (stereo not drawn)	?	-13%[10.9 µM]	-20%	-4%
67	CCOC(=O)c1ccc(-c2ccc(/C=C(\C#N)C(=O)Nc3ccc(C)cc3OC)o2)cc1	?	-11%[10.9 µM]	12%	4%
68	Cc1cc(C)c2nc(NC(=O)c3ccc(S(=O)(=O)N4CCc5ccccc54)cc3)sc2c1	?	-13%[10.9 µM]	7%	4%
69	Cc1cc(O)ccc1Nc1nc(-c2sc(N)nc2C)cs1	-1.1%	-18%	-1%	2%
70	O=c1ccc2cc(S(=O)(=O)Nc3ccc(F)c(Cl)c3)ccc2[nH]1	6.5%	-4%[10.9 µM]	5%	7%
71	CN(C(=O)c1cc2sccc2n1C)C1CCCCC1	?	-27%	-26%	?
72	COCCN1C(=O)C(=O)/C(=C(/O)c2ccc(OCC(C)C)cc2)C1c1cccnc1 (stereo not drawn)	-0.7%	-1%	-2%	2%

(listing goes on)
no.	SMILES	IkB signaling	Imprint erasure	p53ts 39C kill	p53ts 32C tox
73	CN(c1nnc(NC(=O)Nc2ccc(Br)cc2)s1)C1CCCCC1	1.1%	9%[10.9 µM]	-12%	-2%
74	CN(CC(=O)O)S(=O)(=O)c1cc(Cl)ccc1Cl	0.6%	12%	19%	1%
75	Cc1nn(-c2ccccc2)c2sc(C(=O)n3cccn3)cc12	-2.8%	-10%	8%	-1%
76	COc1ccc(-c2nnc(SCC(=O)N3CCOCC3)o2)cc1	-2.1%	-10%	-15%	-1%
77	O=C(Oc1ccccc1Cl)c1cc(-c2ccc3c(c2)OCCO3)on1	0.8%	-21%[10.9 µM]	?	?
78	Cc1cc(C)cc(NC(=O)c2cc(S(=O)(=O)N3CCC(C)CC3)cn2C)c1	-1.3%	8%[10.9 µM]	-19%	-1%
79	CCOC(=O)c1oc2ccc(S(=O)(=O)n3nc(-c4ccc(OC)cc4)cc3N)cc2c1C	5.5%	-21%	14%	6%
80	CC(=O)NCCNc1nc(-c2ccccc2CN(C)C)nc2ccccc12	-2.5%[11.4 µM]	-2%	-1%	-8%
81	CC(C)n1c(SCC(N)=O)nc2c1c(=O)[nH]c(=O)n2C	-2.3%	-1%	3%	-5%
82	CCOC(=O)c1c(NC(=O)CSc2nnc(CNc3ccc(C)cc3C)o2)sc(C)c1C	nt	nt	13%	12%
83	Cc1c(C(=O)Nc2ccccc2)sc2nc(-c3cc4cc(Cl)ccc4oc3=O)[nH]c(=O)c12	0.0%	-14%[10.9 µM]	12%	-8%
84	O=C(NCc1cccc(F)c1)c1noc2c1CCCC2	-3.1%	-16%	-3%	-13%

By substructure: the compounds so far with a COOH group.
no.	SMILES	IkB signaling	Imprint erasure	p53ts 39C kill	p53ts 32C tox
9	O=C(CC(NCc1cccnc1)C(=O)O)Nc1ccc(F)cc1 (stereo not drawn)	-1.8%	-6%[10.9 µM]	15%	-4%
64	O=C(O)/C(=C1/OC(=O)c2ccccc21)c1ccccc1	-2.1%	6%	-4%	-2%
74	CN(CC(=O)O)S(=O)(=O)c1cc(Cl)ccc1Cl	0.6%	12%	19%	1%
